# NSD2 block: inhibitors of human NSD2, primary screen, biochemical, plate reader, single point; Histone-lysine N-methyltransferase NSD2 (Homo sapiens), O96028; NSD2-SET H3K36me1 DELFIA fluorescence; inhibition, % at 12.5 µM; actives 0.07% (n = 44,000); AID 624260, 2012; in the data active = inhibition above about 54%, passing the limit was not always enough; inconclusive = no clear call, values can overlap the other calls;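 also: inhibitors reduce the monomethyl H3K36 fluorescence signal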
# Target sequence (O96028 whole entry, looked up): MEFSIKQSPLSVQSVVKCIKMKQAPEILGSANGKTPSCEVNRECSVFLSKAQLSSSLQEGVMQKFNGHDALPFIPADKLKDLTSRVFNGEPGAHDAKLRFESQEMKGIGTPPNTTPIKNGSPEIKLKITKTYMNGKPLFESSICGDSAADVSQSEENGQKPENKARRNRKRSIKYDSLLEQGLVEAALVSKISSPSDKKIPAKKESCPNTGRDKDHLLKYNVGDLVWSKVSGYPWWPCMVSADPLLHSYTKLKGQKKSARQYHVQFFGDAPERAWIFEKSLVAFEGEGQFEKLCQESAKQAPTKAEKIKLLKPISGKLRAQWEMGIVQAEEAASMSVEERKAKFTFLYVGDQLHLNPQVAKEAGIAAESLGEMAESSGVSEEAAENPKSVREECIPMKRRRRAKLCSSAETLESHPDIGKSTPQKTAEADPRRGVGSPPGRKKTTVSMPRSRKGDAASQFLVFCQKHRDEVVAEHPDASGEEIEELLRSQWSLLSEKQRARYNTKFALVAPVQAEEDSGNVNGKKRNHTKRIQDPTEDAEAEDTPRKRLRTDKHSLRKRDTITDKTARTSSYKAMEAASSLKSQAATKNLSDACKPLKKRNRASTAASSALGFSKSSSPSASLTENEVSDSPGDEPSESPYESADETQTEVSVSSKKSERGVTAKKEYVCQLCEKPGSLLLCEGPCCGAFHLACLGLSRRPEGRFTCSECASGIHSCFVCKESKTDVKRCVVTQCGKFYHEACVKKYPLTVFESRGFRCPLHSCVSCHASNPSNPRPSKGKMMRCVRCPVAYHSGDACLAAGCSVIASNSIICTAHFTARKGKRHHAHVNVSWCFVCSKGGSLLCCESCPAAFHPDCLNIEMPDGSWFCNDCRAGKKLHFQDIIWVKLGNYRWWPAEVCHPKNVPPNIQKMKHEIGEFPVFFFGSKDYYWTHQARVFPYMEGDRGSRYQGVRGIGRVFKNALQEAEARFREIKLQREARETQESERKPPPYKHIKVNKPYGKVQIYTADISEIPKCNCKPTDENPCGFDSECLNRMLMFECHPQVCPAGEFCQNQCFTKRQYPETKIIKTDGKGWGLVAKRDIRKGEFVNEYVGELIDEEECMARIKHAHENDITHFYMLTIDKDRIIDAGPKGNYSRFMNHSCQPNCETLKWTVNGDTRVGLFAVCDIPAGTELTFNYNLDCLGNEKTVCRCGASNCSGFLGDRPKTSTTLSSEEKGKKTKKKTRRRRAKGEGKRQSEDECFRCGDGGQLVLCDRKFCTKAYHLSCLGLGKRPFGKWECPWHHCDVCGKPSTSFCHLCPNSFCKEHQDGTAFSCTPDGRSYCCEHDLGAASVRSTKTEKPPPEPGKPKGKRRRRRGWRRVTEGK
# Numbers without * were called inactive; i = inactive; ? = inconclusive. Not all compounds are listed; the hit share may differ from the screen's.
Compound	NSD2 block
C[C@H]1CN([C@@H](C)CO)S(=O)(=O)c2ccc(-c3cccnc3)cc2O[C@@H]1CN(C)CC1CC1	0.0
C[C@H](CO)N1C[C@H](C)[C@H](CN(C)Cc2ccc(C(=O)O)cc2)OCCCC[C@H](C)Oc2ccc(NC(=O)Nc3ccc(F)cc3)cc2C1=O	-2.8
C[C@@H]1CN([C@@H](C)CO)C(=O)c2cc(NC(=O)CCCCCC(=O)Nc3ccccc3N)ccc2O[C@H]1CN(C)C(=O)Nc1ccc(F)cc1	15.4
C[C@@H]1CCCCO[C@H](CN(C)C(=O)Nc2ccc(F)cc2)[C@H](C)CN([C@H](C)CO)C(=O)c2cc(NS(C)(=O)=O)ccc2O1	3.5
CC(C)C#Cc1cnc2c(c1)C(=O)N([C@H](C)CO)C[C@H](C)[C@H](CN(C)C(=O)Nc1cccc(F)c1)O2	-3.7
O=C(CCCCCC(=O)N/N=C/CCC1CCCCC1)NO	-4.0
C[C@@H]1CCCCO[C@H](CN(C)Cc2ccc(C(=O)O)cc2)[C@H](C)CN([C@@H](C)CO)C(=O)c2cc(NC(=O)c3ccccc3)ccc2O1	1.1
C[C@@H]1CN([C@H](C)CO)C(=O)c2cccc(NC(=O)CCCCCC(=O)Nc3ccccc3N)c2O[C@H]1CN(C)Cc1ccc(Oc2ccccc2)cc1	-3.2
C[C@@H]1CN([C@H](C)CO)C(=O)c2cccc(NC(=O)c3ccc(-c4nccs4)cc3)c2O[C@@H]1CN(C)C(=O)Nc1ccccc1	-1.1
COCC(=O)N(C)C[C@@H]1Oc2cc(C#C[C@H](C)O)ccc2S(=O)(=O)N([C@@H](C)CO)C[C@H]1C	1.1
C[C@@H]1CN([C@@H](C)CO)S(=O)(=O)c2ccc(C3=CCCC3)cc2O[C@H]1CN(C)Cc1cccnc1	8.0
CC(C)C#Cc1ccc2c(c1)O[C@@H](CN(C)C(=O)Cc1ccccn1)[C@@H](C)CN([C@@H](C)CO)S2(=O)=O	-1.2
CCCC(O)C#Cc1cnc2c(c1)C(=O)N([C@H](C)CO)C[C@H](C)[C@H](CN(C)S(=O)(=O)c1ccccc1)O2 (stereo not given in full)	0.3
C[C@H](CO)N1C[C@H](C)[C@H](CN(C)C(=O)NC2CCCCC2)OCc2ccccc2-c2ccccc2C1=O	-16.8
O=C(Nc1ccc2c(c1)[C@@H]1C[C@H](CC(=O)N3CCCCC3)O[C@H](CO)[C@@H]1O2)c1ccc2c(c1)OCO2	5.7
O=C(CCCCCC(=O)N/N=C/c1ccc([N+](=O)[O-])c(O)c1)NO	0.1
CCO[C@H]1OC(C(N)=O)=C[C@@H](c2ccc(Br)cc2)[C@@H]1CCCO	-1.8
COCC#Cc1cnc2c(c1)C(=O)N([C@@H](C)CO)C[C@H](C)[C@@H](CN(C)C(C)=O)O2	-2.1
CC(=O)N(C)C[C@H]1Oc2cc(Br)ccc2S(=O)(=O)N([C@@H](C)CO)C[C@@H]1C	1.0
C/C=C/c1cnc2c(c1)C(=O)N([C@H](C)CO)C[C@@H](C)[C@H](CN(C)S(=O)(=O)c1ccc(F)cc1)O2	?
C[C@@H]1CN([C@@H](C)CO)C(=O)c2cc(NC(=O)Cc3ccccc3)ccc2O[C@H]1CN(C)C(=O)Nc1ccc2c(c1)OCO2	-12.7
C[C@H](CO)N1C[C@H](C)[C@@H](CN(C)S(=O)(=O)c2cn(C)cn2)Oc2ccc(NC(=O)CCCN(C)C)cc2C1=O	-0.2
Cc1ccc(S(=O)(=O)N(C)C[C@@H]2OCCCC[C@H](C)Oc3ccc(NC(=O)Nc4c(C)noc4C)cc3C(=O)N([C@@H](C)CO)C[C@H]2C)cc1	-1.2
O=C(Nc1ccccc1)C1=C[C@H](C2CCCCC2)C[C@H](OCc2ccc(CO)cc2)O1	-7.6
COc1ccc(NC(=O)N(C)C[C@@H]2Oc3c(NS(=O)(=O)c4c(C)noc4C)cccc3C(=O)N([C@H](C)CO)C[C@@H]2C)cc1	2.4
COc1ccc(CN(C)C[C@@H]2Oc3ccc(NS(=O)(=O)c4ccc(C)cc4)cc3CC(=O)N([C@H](C)CO)C[C@H]2C)cc1	1.2
COc1ccc(-c2ccc3c(c2)O[C@H](CN(C)Cc2ccccc2C(=O)O)[C@H](C)CN([C@H](C)CO)S3(=O)=O)cc1	-0.9
C[C@H]1CN([C@@H](C)CO)C(=O)c2cc(NC(=O)Nc3ccc(F)cc3)ccc2O[C@H]1CN(C)S(=O)(=O)c1ccccc1	-3.2
CCC(=O)N(C)C[C@@H]1Oc2ncc(C#Cc3ccccc3)cc2C(=O)N([C@@H](C)CO)C[C@@H]1C	-5.3
C[C@@H]1CN([C@H](C)CO)C(=O)c2cc(C#Cc3ccc(F)cc3)cnc2O[C@@H]1CN(C)Cc1ccccn1	6.9

# Sorted by value in NSD2 block (ascending): four from the list above
Compound	NSD2 block
O=C(Nc1ccccc1)C1=C[C@H](C2CCCCC2)C[C@H](OCc2ccc(CO)cc2)O1	-7.6
O=C(CCCCCC(=O)N/N=C/CCC1CCCCC1)NO	-4.0
C[C@@H]1CN([C@@H](C)CO)S(=O)(=O)c2ccc(C3=CCCC3)cc2O[C@H]1CN(C)Cc1cccnc1	8.0
C[C@@H]1CN([C@@H](C)CO)C(=O)c2cc(NC(=O)CCCCCC(=O)Nc3ccccc3N)ccc2O[C@H]1CN(C)C(=O)Nc1ccc(F)cc1	15.4

# Other entries:
Compound	NSD2 block
CC(=O)N(C)C[C@@H]1Oc2cc(-c3cccc(C#N)c3)ccc2S(=O)(=O)N([C@@H](C)CO)C[C@@H]1C	-4.9
C[C@H]1CN([C@@H](C)CO)C(=O)c2cccc(NC(=O)c3ccc(-c4nccs4)cc3)c2O[C@@H]1CN(C)C(=O)Nc1ccccc1	-2.2
C[C@H](CO)N1C[C@H](C)[C@@H](CN(C)Cc2ccc(Oc3ccccc3)cc2)Oc2ccc(NC(=O)Cc3ccccc3)cc2C1=O	i
COCCOC(=O)N1C(=O)[C@@]2(c3cc(C#CC4(O)CCCCCC4)ccc31)[C@H](C(=O)N1CCN(c3ncccn3)CC1)[C@H]1C(=O)O[C@H](c3ccccc3)[C@H](c3ccccc3)N1[C@@H]2c1ccc(O)cc1	-2.4
O=C(C[C@H]1C[C@H]2c3cc(NC(=O)C4CCOCC4)ccc3O[C@H]2[C@@H](CO)O1)NCC1CC1	0.0
COCCNC(=O)C[C@H]1C[C@H]2c3cc(NC(=O)c4cccnc4)ccc3O[C@H]2[C@@H](CO)O1	8.3
C[C@H](CO)N1C[C@H](C)[C@@H](CN(C)C(=O)NC2CCCCC2)Oc2c(NC(=O)NC3CCCCC3)cccc2C1=O	-3.4
CN(C)CC(=O)Nc1ccc2c(c1)[C@H]1C[C@H](CC(=O)NCc3cccc(F)c3)O[C@H](CO)[C@H]1O2	-2.8
CC(=O)N(C)C[C@H]1Oc2ncc(-c3cccc(C#N)c3)cc2C(=O)N([C@H](C)CO)C[C@@H]1C	-1.5
O=C(Nc1ccc2c(c1)[C@@H]1C[C@H](CC(=O)N3CCc4ccccc4C3)O[C@@H](CO)[C@@H]1O2)c1ccc2c(c1)OCO2	1.2
O=C(Nc1ccccc1)NC1(c2cn(CC(=O)N3CCN(c4ccccc4)CC3)nn2)CCCCC1	12.4
COCC(=O)N(C)C[C@H]1Oc2ncc(C#Cc3ccncc3)cc2C(=O)N([C@@H](C)CO)C[C@@H]1C	-3.5
COc1ccc(CN(C)C[C@@H]2Oc3ccc(NC(=O)Nc4ccc(F)cc4)cc3CC(=O)N([C@H](C)CO)C[C@@H]2C)cc1	-3.7
C[C@@H]1CN([C@@H](C)CO)C(=O)c2cccc(NS(=O)(=O)c3ccccc3)c2O[C@@H]1CN(C)C(=O)Nc1ccccc1	-5.4
C/C=C/c1ccc2c(c1)O[C@H](CN(C)Cc1ccccc1F)[C@H](C)CN([C@@H](C)CO)S2(=O)=O	-7.6
C[C@@H]1CN([C@H](C)CO)C(=O)Cc2cc(NC(=O)NC3CCCCC3)ccc2O[C@@H]1CN(C)C(=O)Nc1ccccc1	-1.7
C[C@@H]1CCCCO[C@H](CN(C)C(=O)Nc2ccc(F)cc2)[C@@H](C)CN([C@H](C)CO)C(=O)c2cc(NS(=O)(=O)c3cccs3)ccc2O1	i
C[C@@H]1CN([C@@H](C)CO)S(=O)(=O)c2ccc(-c3cccnc3)cc2O[C@H]1CN(C)C	1.7
Cc1noc(C)c1NC(=O)N(C)C[C@H]1Oc2ccc(NC(=O)C3CC3)cc2C(=O)N([C@H](C)CO)C[C@H]1C	-2.4
C[C@@H]1CN([C@@H](C)CO)C(=O)c2cc(NC(=O)C3CCCCC3)ccc2O[C@H]1CN(C)Cc1ccc(C(=O)O)cc1	6.4
C[C@H](CO)N1C[C@H](C)[C@H](CN(C)Cc2cccnc2)OCc2cn(nn2)CCCC1=O	3.4
CC(C)NC(=O)N(C)C[C@@H]1Oc2ccc(NC(=O)c3ccncc3)cc2CC(=O)N([C@@H](C)CO)C[C@@H]1C	2.9
C[C@@H]1CN([C@@H](C)CO)C(=O)CCCn2cc(nn2)CO[C@@H]1CN(C)C(=O)Nc1cccc(C(F)(F)F)c1	1.5
COc1ccc(S(=O)(=O)Nc2ccc3c(c2)C(=O)N([C@@H](C)CO)C[C@H](C)[C@@H](CN(C)Cc2ccc4c(c2)OCO4)O3)cc1	-3.8
C[C@H]1CN([C@@H](C)CO)S(=O)(=O)c2ccc(C#Cc3ccccn3)cc2O[C@H]1CN(C)C	2.2
C[C@@H]1CN([C@H](C)CO)C(=O)c2cc(NC(=O)C3CC3)ccc2O[C@@H]1CN(C)S(=O)(=O)c1ccc(F)cc1	1.6
C[C@H]1CN([C@@H](C)CO)C(=O)Cc2cc(NC(=O)Nc3ccccc3)ccc2O[C@@H]1CN(C)Cc1ccc(C(F)(F)F)cc1	-8.8
Cc1ccc(-c2ccc3c(c2)O[C@H](CN(C)Cc2ccc(C(=O)O)cc2)[C@H](C)CN([C@H](C)CO)S3(=O)=O)cc1	-0.6
O=C(Nc1ccc2c(c1)[C@@H]1C[C@H](CC(=O)N3CCCCC3)O[C@@H](CO)[C@@H]1O2)C1CCC1	1.3
C[C@@H]1CN([C@H](C)CO)C(=O)c2cc(NC(=O)NC3CCCCC3)ccc2O[C@H]1CN(C)Cc1ccncc1	-2.0

# More structures.
Compound	NSD2 block
O=C(CCCCCC(=O)Nc1ccccc1O)N/N=C/c1ccc(I)cc1	-2.9
C[C@@H]1CN([C@H](C)CO)C(=O)c2cc(NC(=O)Cc3ccccc3)ccc2O[C@H]1CN(C)Cc1ccc(Cl)c(Cl)c1	3.8
O=C(C[C@H]1C[C@H]2c3cc(NC(=O)C4CCOCC4)ccc3O[C@H]2[C@@H](CO)O1)NCc1ccc2c(c1)OCO2	0.2
C[C@@H]1CN([C@H](C)CO)C(=O)c2cc(NC(=O)Nc3cccc4ccccc34)ccc2O[C@H]1CN(C)S(=O)(=O)c1cn(C)cn1	22.5
C[C@@H]1CN([C@@H](C)CO)S(=O)(=O)c2ccc(-c3ccc(C#N)cc3)cc2O[C@@H]1CN(C)C(=O)C1CC1	-5.2
C[C@@H]1CN([C@H](C)CO)S(=O)(=O)c2ccc(-c3cccc(C#N)c3)cc2O[C@H]1CN(C)Cc1ccccn1	7.2
C[C@H]1CN([C@@H](C)CO)C(=O)Cc2cc(NC(=O)CCN3CCOCC3)ccc2O[C@H]1CN(C)CC1CCCCC1	-2.0
C[C@@H]1CCCCO[C@@H](CN(C)S(=O)(=O)c2cn(C)cn2)[C@@H](C)CN([C@H](C)CO)C(=O)c2cc(N(C)C)ccc2O1	2.5
C[C@@H]1CN([C@H](C)CO)C(=O)c2cc(NC(=O)Cc3ccccc3)ccc2O[C@@H](C)CCCCO[C@H]1CN(C)C(=O)Nc1cccc2ccccc12	-1.0
C[C@@H]1CN([C@@H](C)CO)C(=O)c2cc(NC(=O)CCC(F)(F)F)ccc2O[C@@H]1CN(C)Cc1ccncc1	33.8
COCC#Cc1cnc2c(c1)C(=O)N([C@H](C)CO)C[C@H](C)[C@@H](CN(C)C(=O)Nc1ccc(OC)cc1)O2	-3.1
CC(=O)OC1CCC2C3CCc4cc(O)ccc4C3CCC12C (stereo not given)	-3.4
C[C@H](CO)N1C[C@H](C)[C@@H](CN(C)S(C)(=O)=O)OCCCC[C@H](C)Oc2ccc(NS(=O)(=O)c3ccccc3)cc2C1=O	-0.3
CC(C)CC#Cc1ccc2c(c1)O[C@H](CN(C)C(=O)CC1CC1)[C@H](C)CN([C@H](C)CO)S2(=O)=O	0.5
CCCNC(=O)N(C)C[C@@H]1Oc2cc(C#CCN(C)C)ccc2S(=O)(=O)N([C@H](C)CO)C[C@H]1C	-10.2
C[C@@H]1CN([C@H](C)CO)C(=O)c2cccc(NS(=O)(=O)c3ccccc3)c2O[C@H]1CN(C)C(=O)Nc1cccc2ccccc12	-5.5
Cc1noc(C)c1NC(=O)N(C)C[C@H]1Oc2ccc(NC(=O)C3CCCCC3)cc2C(=O)N([C@@H](C)CO)C[C@@H]1C	3.2
CC1(C)CCC[C@]2(C)C1CC=C(CO)[C@H]2CC/C(=C/CO)CO (stereo not given in full)	-1.4
CC(=O)c1ccc(O)c(CC=C(C)C)c1	1.4
Cc1ccc(S(=O)(=O)N(C)C[C@@H]2Oc3c(NC(=O)C4CCOCC4)cccc3C(=O)N([C@H](C)CO)C[C@@H]2C)cc1	17.9
C[C@H]1CN([C@@H](C)CO)C(=O)c2cc(-c3cccnc3)cnc2O[C@@H]1CN(C)C(=O)Nc1ccc(F)cc1	4.3
CCCCc1cc2ccccc2c(OCCN(C)C)n1	15.1
C[C@H](CO)N1C[C@H](C)[C@H](CN(C)CC2CCCCC2)Oc2ccc(NC(=O)C3CCCCC3)cc2CC1=O	-2.7

# Screening results deposited in PubChem BioAssay by Broad Institute.
